CHO-K1 Ca antag: counter-screen for M1 antagonists: effect in parental CHO-K1 cells; ATP-induced calcium, Fluo-8 fluorescence; inhibition, % at 3 µM; 360,000 compounds, 0.6% hits;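 active = inhibition above a per-plate cutoff, the plate's mean sample inhibition plus 3 SD, cut at about 24% in these data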;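 note: 0% = DMSO plus EC80 ATP and 100% = DMSO alone without ATP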
M1 PAM parental: nonselective calcium activators in parental CHO-K1 cells, primary screen, counter-screen for M1 PAM project, cell-based, Fluo-8 calcium fluorescence, full deck, 1536-well. activation, % at 3 µM. ATP EC20; 0% at ATP EC20, 100% at ATP max. 360,000 compounds, 0.02% hits;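 active = activation above the run cutoff, the mean activation of all test compounds plus 3 SD, cut at about 40% in these data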;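 note: peak over basal fluorescence ratio in a 140 s read after ATP addition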
TAAR1 antag: human TAAR1 antagonists, primary screen, Fluo-8 calcium fluorescence, CHO RD-HGA16 cells | AID 624466, 2012 | Trace amine-associated receptor 1 (Homo sapiens), Q96RJ0 | inhibition, % at 3 µM | 360,000 compounds, 1.5% hits | antagonist;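 active = inhibition above a per-plate cutoff, the mean inhibition of test compounds on that plate plus 3 SD, cut at about 49% in these data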;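 note: 0% = DMSO plus EC80 beta-PEA response and 100% = DMSO alone without agonist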
Target sequence (Q96RJ0 whole entry, looked up): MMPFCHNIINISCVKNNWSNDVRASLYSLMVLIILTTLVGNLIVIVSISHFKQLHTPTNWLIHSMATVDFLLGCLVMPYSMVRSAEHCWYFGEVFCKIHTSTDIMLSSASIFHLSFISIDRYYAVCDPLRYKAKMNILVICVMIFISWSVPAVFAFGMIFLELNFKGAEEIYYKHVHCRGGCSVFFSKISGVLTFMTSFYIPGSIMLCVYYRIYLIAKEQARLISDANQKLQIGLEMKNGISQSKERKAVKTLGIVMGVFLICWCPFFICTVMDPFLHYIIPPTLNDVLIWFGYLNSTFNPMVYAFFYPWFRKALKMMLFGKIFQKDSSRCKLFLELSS
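Material: CHO RD-HGA16 cells bearing hTAAR1; compound dosing: one-point dosing, 3 µM nominal final; schedule: dye loading 75 min at 37 °C, then 30 min room temperature; measured by: calcium fluorescence with Fluo-8; control set: vehicle and agonist controls; replication: n of 1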
CHO parental Ca: ATP-evoked calcium signal inhibitors, parental CHO, primary screen, counter-screen for OX1R antagonist project, cell-based, fluorescence, Fluo-8 calcium dye. parental CHO-K1, ATP-induced calcium, Fluo-8 fluorescence. 330,000 compounds, 0.63% hits. inhibition, % at 5.6 µM;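 active = inhibition above that plate's mean sample inhibition plus 3 SD, cut at about 26% in these data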;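 note: 0% = ATP-challenged DMSO wells and 100% = DMSO wells without ATP; some compounds past the cut are filed as inactive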
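Test system: untransfected parental CHO cell line. Compound: one dose, 5.6 µM nominal. Detection: intracellular calcium via Fluo-8 no-wash fluorescent dye. Measure: % inhibition. Benchmarks: ATP-challenged DMSO wells low, unchallenged DMSO wells high.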
M1 ag parental: counter-screen for M1 agonists: effect in parental CHO-K1 cells; Fluo-8 calcium fluorescence; scaled to maximal ATP response, vehicle zero; activation, % at 3 µM; 360,000 compounds, 0.48% hits; in the data active = activation above about 15%;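 note: untransfected CHO-K1 host cells lacking M1 receptor as counterscreen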
OXTR potentiate: human OXTR potentiators, primary screen, fluorescence, CHO-OTR cells, Fluo-8 calcium. Oxytocin receptor (Homo sapiens), P30559. Fluo-8 calcium fluorescence, potentiator mode; 0% = oxytocin EC15, 100% = EC100. activation, % at 3 µM. 320,000 compounds, 0.061% hits. AID 2445, 2010;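 active = activation above that plate's cutoff, the mean activation of tested compounds plus 3 SD, cut at about 6.6% in these data, passing the limit was not always enough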;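 note: 100% uses oxytocin at 75 nM as the full agonist control; some results filed as inactive read as strong as hits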
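Assay system: CHO cell line stably expressing human OTR. Reagent: EC15 oxytocin agonist. Dosing: single dose, 3.0 µM nominal final compound concentration. Timing: compound 6 min at room temperature before oxytocin, 100 s read. Signal: kinetic Fluo-8 calcium fluorescence. Controls: oxytocin EC15 low and EC100 high.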
TAAR1 agonist: human TAAR1 agonists, primary screen, Fluo-8 calcium fluorescence, CHO RD-HGA16 cells; 360,000 compounds, 0.99% hits; vehicle wells 0%, saturating PEA agonist 100%; Trace amine-associated receptor 1 (Homo sapiens), Q96RJ0; AID 624467, 2012; activation, % at 3 µM;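 active = activation above the mean activation of all test compounds in the run plus 3 SD, cut at about 38% in these data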
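Test system: RD-HGA16 (CHO) cells co-expressing Gα16 and hTAAR1 | Doses: Single dose, 3 µM | Schedule: 17-24 h seeding, 75 min 37 °C dye, 30 min RT | Evaluation: % activation from peak over basal fluorescence ratio, DMSO-to-PEA scaled | Technique: Kinetic Fluo-8 calcium fluorescence | Benchmarks: Low control DMSO, high control PEA (EC100)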
V1aR counter: agonists of human V1a receptor, primary screen, counter-screen for OXTR agonist project, fluorescence, CHO-V1R cells; activation, % at 3 µM; AID 2797, 2010; Vasopressin V1a receptor (Homo sapiens), P37288; Fluo-8 calcium fluorescence, agonist mode; 0% DMSO, 100% 3 nM vasopressin; 320,000 compounds, 0.25% hits;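 active = activation above the mean activation of all tested compounds plus 3 SD, per screening run, cut at about 20% in these data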;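 note: signal is peak over basal fluorescence ratio across a 100 second FLIPR read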
CHRM1 agonist: human M1 muscarinic receptor agonists, primary screen, Fluo-8 calcium fluorescence, CHO-K1 cells, HTS; Muscarinic acetylcholine receptor M1 (Homo sapiens), P11229; AID 588814, 2011; CHO-K1 hM1, agonist mode; 0% DMSO, 100% acetylcholine EC100; 360,000 compounds, 0.33% hits; activation, % at 3 µM;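 active = activation above the run's mean compound activation plus 3 SD, cut at about 16% in these data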;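 note: peak over basal fluorescence ratio within a 140 s kinetic read after compound addition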
Target sequence (P11229 whole entry, looked up): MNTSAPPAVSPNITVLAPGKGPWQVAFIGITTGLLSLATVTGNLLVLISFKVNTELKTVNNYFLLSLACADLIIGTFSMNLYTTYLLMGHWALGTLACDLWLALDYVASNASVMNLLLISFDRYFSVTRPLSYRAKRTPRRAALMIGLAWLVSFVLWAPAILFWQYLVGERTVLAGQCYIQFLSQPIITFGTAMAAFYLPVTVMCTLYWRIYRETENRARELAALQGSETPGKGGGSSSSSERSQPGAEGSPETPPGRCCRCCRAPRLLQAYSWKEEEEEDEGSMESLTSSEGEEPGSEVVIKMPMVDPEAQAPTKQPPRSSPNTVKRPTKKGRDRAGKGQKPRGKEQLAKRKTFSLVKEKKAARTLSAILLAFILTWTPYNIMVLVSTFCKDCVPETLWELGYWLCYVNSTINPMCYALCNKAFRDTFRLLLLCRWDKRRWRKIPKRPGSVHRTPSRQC
An asterisk follows results filed as active; nt = not tested or not shown.

Values run as follows: CHO-K1 Ca antag	M1 PAM parental	TAAR1 antag	CHO parental Ca	M1 ag parental	OXTR potentiate	TAAR1 agonist	V1aR counter	CHRM1 agonist
(1) O=C(Nc1sc2c(c1C(=O)O)CCCCC2)c1cccnc1
    0	5	nt	-6	0.3	-12	nt	-0.7	1
(2) CCc1ccccc1NC(=O)c1cc(-c2ccc(F)cc2)on1
    -13	22	-4	14	0.5	-3	0	-0.2	-6
(3) Clc1cccc(Cl)c1COn1nnc2ccccc21
    -32	4	8	-20	-0.6	1	7	-1.4	-12
(4) COc1ccc(CCNc2nc(-c3sc(N)nc3C)cs2)cc1OC
    -6	-2	12	-4	-0.1	-17	6	-0.4	-2
(5) COc1ccc(CC(=O)Nc2cccc(/C(C)=N/NC(=O)C3(C)CC3(Br)Br)c2)cc1 (configuration not stated)
    3	-18	48	-13	1.9	-5	6	1.0	0
(6) CCN(CC)C(=O)COc1ccc(N(C)S(=O)(=O)c2ccc(NC(C)=O)cc2)cc1
    2	-2	-1	-8	0.0	-1	0	2.6	-2
(7) Cc1nn(-c2ccccc2)c(N)c1N=Nc1ccc2ccccc2c1
    -13	21	-3	-25	0.5	-10	-1	0.1	-6
(8) CCOc1ccc2c(c1)N(C(=O)CN1C(=O)CCC1=O)C(C)(C)C=C2C
    -9	18	-11	-7	-0.7	-7	8	-1.4	-4
(9) CN(C)CCN1C(=O)C(=O)/C(=C(/O)c2ccc(S(=O)(=O)N3CCOCC3)cc2)C1c1ccc(F)cc1 (configuration not stated)
    -10	9	-12	3	1.3	2	0	1.6	-2
(10) Cc1csc(SC(C)C(=O)NCC(=O)Nc2ccc(F)c(F)c2F)n1 (configuration not stated)
    -5	-8	-10	17	0.6	-2	5	-0.7	-4
(11) Cc1ccc(S(=O)(=O)Nc2ccc3c4c(cccc24)CC3)c(C)c1
    -21	27	16	-15	0.3	-16	4	0.4	-4
(12) NNC1=N[C@H]2CS(=O)(=O)C[C@H]2S1
    -9	15	6	0	0.1	-2	2	1.0	0
(13) CCCCC1=CC2=C(c3ccco3)C(=O)C(C)(OC(=O)c3ccc(OC)cc3)C(=O)C2=CN1CCCOC(C)C (configuration not stated)
    -16	24	-11	-6	1.0	-5	4	0.0	-6
(14) COC(=O)Oc1ccc(/C=N/NS(=O)(=O)c2ccccc2)cc1OC
    -8	-1	-19	-3	0.6	-7	4	-0.1	-1
(15) C=C(C)C1CC=C(C)/C(=N/NC(=S)Nc2ccccc2)C1 (configuration not stated)
    -8	15	-15	-32	-0.5	-2	0	-1.0	-9
(16) CCC(C)c1ccc(NC(=S)N2CCCC2)cc1 (configuration not stated)
    6	10	-10	nt	1.4	nt	3	nt	-3
(17) Cc1ccc(S(=O)(=O)N2CCC(=O)N(C(COCc3ccc(Cl)cc3)C(C)C)CC2)cc1 (configuration not stated)
    -9	-11	13	-25	-0.4	-9	4	1.3	-5
(18) CCOC(=O)CN1C(=N)N(c2nc(NC(C)C)nc(NC(C)C)n2)CC1=O
    31*	-15	-10	-14	-0.8	-4	9	-0.4	-6
(19) O=C1CC(N2CCC(c3nc4ccccc4o3)CC2)C(=O)N1c1cc(Cl)cc(Cl)c1 (configuration not stated)
    0	13	-6	-11	0.1	-4	1	-0.2	-7
(20) CN(CC(=O)Nc1cccc(F)c1)C(=O)c1ccc(NC2CC2)c([N+](=O)[O-])c1
    -1	-7	-7	-9	2.4	-4	1	1.3	-1
(21) Cc1ccc(C(=O)N2CCC3(CC2)Oc2ccc(Cl)cc2C(=O)C32CC(c3ccccc3)=NO2)s1 (configuration not stated)
    1	0	9	-12	-0.2	-8	0	1.6	-2
(22) Cc1cccc(N2CCN(c3cc(C)nc4nnnn34)CC2C)c1 (configuration not stated)
    -12	14	-3	-18	0.6	-5	10	-0.3	-4
(23) COc1ccc(N2C(=O)CC(NCC#N)C2=O)cc1 (configuration not stated)
    9	-13	-4	-10	-0.4	0	3	0.8	-4
(24) CCS(=O)(=O)c1ccc(C(=O)NC)c(Cl)c1Cl
    -11	8	12	8	0.3	-9	0	0.3	-3
(25) Oc1ccccc1N=Cc1c(O)ccc2oc3c(c12)CCCC3
    -4	15	-7	-3	16*	-4	9	1.6	-2
(26) COc1ccc(C(NC(=O)CNC(C)=O)C(=O)Nc2ccc3c(c2)OCCO3)cc1 (configuration not stated)
    -9	16	-7	-4	0.2	-9	13	0.8	-1
(27) COc1ccc([C@@H]2C[C@H]3[C@@H](CN2S(=O)(=O)c2ccccc2)C(=O)C[C@@H](c2cccc(Cl)c2)N3S(=O)(=O)c2ccc(C)cc2)cc1
    24*	9	nt	nt	1.7	nt	nt	nt	-2
(28) C#CCOCCOCCOCCNc1nc(N2CCN(C(=O)Cn3cc(CC(C)O)nn3)CC2)nc(N2CCN(C(=O)[C@H](CCCCN)n3cc(CCC(=O)O)nn3)CC2)n1 (some centres not stated)
    -22	15	4	-10	0.9	-1	11	1.2	-2
(29) CC(=O)c1cccc(NC(=O)CCNS(=O)(=O)c2cccc3nsnc23)c1
    -1	17	-3	-14	0.3	-12	9	2.1	-2
(30) O=C(CCNC(=O)c1ccc(Br)cc1)NCc1ccccc1F
    8	2	1	-8	0.3	-5	1	-0.9	-1
(31) CC(C)(C)NC(=O)CN(C(=O)CCC(=O)Nc1nccs1)c1ccc2c(c1)OCCO2
    -5	5	-2	-8	-0.1	-6	1	0.3	-5
(32) CCCN1C(=O)/C(=C2\SC(N3CCCCC3)=NC2=O)c2ccccc21
    -9	32	14	-37	4.4	-17	11	-1.2	-1
(33) CCCc1cc(=O)oc2cc(C)cc(OC(C)C(=O)NCC(O)c3ccccc3)c12 (configuration not stated)
    -2	-6	5	-32	0.4	-10	2	-0.9	0
(34) O=c1[nH]c2c(s1)C(c1ccccc1)C1C3CCC(C3)C1S2 (configuration not stated)
    -1	17	42	-17	-0.3	-3	5	-1.7	-6
(35) O=C(c1cc2cccc([N+](=O)[O-])c2oc1=O)N1CCOCC1
    5	-13	-13	12	-0.2	-7	5	-0.6	0
(36) CCCC(=O)Nc1ccccc1NC(=O)c1ccc2c(c1)OCO2
    -10	2	-6	0	0.8	-17	1	0.5	-3
(37) CCOC(=O)N1CCN(C(=O)CCCn2nc(C)c3sc4ccccc4c3c2=O)CC1
    -5	8	9	-30	0.5	1	3	-0.8	-4
(38) CC1(c2ccncc2)Nc2ccccc2-c2nc3ccccc3n21 (configuration not stated)
    -6	-6	10	-5	-0.2	5	8	1.6	-5
(39) CCOC(=O)C(NCc1ccc(F)cc1)(NC(=O)c1ccccc1)C(F)(F)F (configuration not stated)
    -2	-25	-19	-12	-0.2	-3	13	-0.5	-2
(40) COc1cccc(C(=O)NCCS(=O)(=O)NC(C)CCc2ccccc2)c1 (configuration not stated)
    -4	10	-2	-32	1.6	-14	1	-1.0	-5
(41) O=C(NCc1cccs1)c1ccc(S(=O)(=O)N2CCOCC2)cc1
    -14	17	5	-11	1.2	-6	0	0.0	-3
(42) COc1ccc(-c2nn(C)c(=O)c3ccccc23)cc1NC(=O)COc1ccccc1
    24*	-6	20	-13	0.3	-16	4	2.7	-2
(43) CCN1CCN(C(=O)/C=C/c2c(F)cccc2Cl)CC1
    -8	22	-15	-15	2.9	0	1	0.3	-13
(44) CN(C)c1nc(N(C)C)n(Cc2c(Cl)cccc2Cl)n1
    -1	16	1	-11	0.8	-6	5	-0.7	-13
(45) Nc1ccc(C(=O)N2CCCC2)cc1CS(=O)(=O)c1ccc(Cl)cc1
    1	8	-7	-6	1.8	-3	14	-0.5	-7
(46) CCCNC(=S)N1CC2(C)CN(C(=O)C(=O)OC)CC(C)(C1)C2=O
    8	11	11	4	0.3	-2	4	1.2	-5
(47) COc1ccc(N(C(C)C(=O)N/N=C/c2ccc(OC(C)C)cc2)S(C)(=O)=O)cc1 (configuration not stated)
    -12	12	8	-18	1.0	0	0	0.5	-3
(48) Cc1ccc(C)c(N2CCN(C(=O)c3ccccc3Br)CC2)c1
    2	16	37	-17	5.5	-22	25	5.8	-3
(49) O=C1C(=O)c2ccccc2C(O)=C1C1CCC(c2ccc(Cl)cc2)CC1 (configuration not stated)
    -7	18	-24	-3	-0.3	-8	1	3.7	-2

In another format: entries from further up
33) CCCc1cc(=O)oc2cc(C)cc(OC(C)C(=O)NCC(O)c3ccccc3)c12 (configuration not stated)
42) COc1ccc(-c2nn(C)c(=O)c3ccccc23)cc1NC(=O)COc1ccccc1
47) COc1ccc(N(C(C)C(=O)N/N=C/c2ccc(OC(C)C)cc2)S(C)(=O)=O)cc1 (configuration not stated)
Screen / compound no. | 33 | 42 | 47
CHO-K1 Ca antag | -2 | 24* | -12
M1 PAM parental | -6 | -6 | 12
TAAR1 antag | 5 | 20 | 8
CHO parental Ca | -32 | -13 | -18
M1 ag parental | 0.4 | 0.3 | 1.0
OXTR potentiate | -10 | -16 | 0
TAAR1 agonist | 2 | 4 | 0
V1aR counter | -0.9 | 2.7 | 0.5
CHRM1 agonist | 0 | -2 | -3

Source: PubChem BioAssay (The Scripps Research Institute Molecular Screening Center)
